STK33 kinase inh – blocks human STK33 kinase activity. actives 0.073% (n = 320,000). inhibition, % at 10 µM. AID 2661. Q9BYT3. purified STK33, MBP phosphorylation, ADP-Glo luminescence;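 active = inhibition at or above 25%, using the most active replicate where run in duplicate; inactive = inhibition below 25%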
Target sequence (Q9BYT3 whole entry, looked up): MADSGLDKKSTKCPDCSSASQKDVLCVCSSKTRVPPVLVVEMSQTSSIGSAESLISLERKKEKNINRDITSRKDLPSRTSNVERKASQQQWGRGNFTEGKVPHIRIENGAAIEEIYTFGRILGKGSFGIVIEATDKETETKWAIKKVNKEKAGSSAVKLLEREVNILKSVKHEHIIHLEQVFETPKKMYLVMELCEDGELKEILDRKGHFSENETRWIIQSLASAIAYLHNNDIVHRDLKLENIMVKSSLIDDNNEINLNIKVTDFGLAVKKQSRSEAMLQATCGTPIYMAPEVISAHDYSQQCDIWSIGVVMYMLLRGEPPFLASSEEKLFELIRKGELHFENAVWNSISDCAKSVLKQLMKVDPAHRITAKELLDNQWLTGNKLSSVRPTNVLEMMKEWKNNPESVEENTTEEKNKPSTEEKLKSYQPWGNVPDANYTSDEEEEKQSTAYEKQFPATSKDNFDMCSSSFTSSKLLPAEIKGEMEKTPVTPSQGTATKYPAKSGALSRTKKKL
Kir21 inh – blocks the mouse Kir2.1 inward-rectifier potassium channel; B-score at 10 µM; actives 0.85% (n = 310,000); P35561; HEK293-Kir2.1, FluxOR thallium flux fluorescence; hits give low values; AID 1672;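 active = fluorescence ratio B-score at or below minus 3 SD of library scores, with starting-brightness B-score within 2 SD, cut at about -4.2 in these data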;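 note: channel flux triggered by added potassium and thallium sulfate stimulus; B-score of peak minus minimum fluorescence over baseline after thallium stimulus; more negative B-score means stronger Kir2.1 block with less thallium influx; some compounds called inactive have numbers as strong as hits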
Target sequence (P35561 whole entry, looked up): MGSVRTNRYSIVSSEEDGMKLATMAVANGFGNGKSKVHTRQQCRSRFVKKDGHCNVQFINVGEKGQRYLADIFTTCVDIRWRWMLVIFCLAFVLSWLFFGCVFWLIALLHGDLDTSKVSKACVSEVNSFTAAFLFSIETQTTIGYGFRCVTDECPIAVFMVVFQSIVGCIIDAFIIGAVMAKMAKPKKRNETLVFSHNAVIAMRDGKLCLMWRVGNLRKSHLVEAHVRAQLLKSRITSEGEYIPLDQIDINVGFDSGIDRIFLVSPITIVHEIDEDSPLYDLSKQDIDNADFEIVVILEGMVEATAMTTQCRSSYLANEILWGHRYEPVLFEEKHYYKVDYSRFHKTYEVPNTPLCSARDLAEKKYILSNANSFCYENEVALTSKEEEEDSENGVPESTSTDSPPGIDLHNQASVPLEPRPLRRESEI
* = called active by the depositor.

Screening Cn1c(=O)c2c(nc(SCCN3CCOCC3)n2Cc2ccccc2)n(C)c1=O returned STK33 kinase inh -1.9 and Kir21 inh -0.63.
Screening CCOc1cc2c(C#N)c(N3CCCC3)nc(N)c2c(N)n1 returned STK33 kinase inh 0.3 and Kir21 inh 0.32.
Screening Cc1c(NC(=O)N(C)c2ccccc2)c(=O)n(-c2ccccc2)n1C returned STK33 kinase inh 0.4 and Kir21 inh 1.5.
Screening CCOc1ccccc1N1CCN(c2nc3ccccc3nc2C(C#N)C(=O)OC)CC1 (stereo not given) returned STK33 kinase inh -0.9 and Kir21 inh -2.
`COc1cccc2c(=O)c3ccoc3n(C)c12` gave STK33 kinase inh 0.0 and Kir21 inh -1.3.
For COc1cc(CCC(=O)N2CCN(S(=O)(=O)c3ccc(C)c(C)c3)CC2)cc(OC)c1OC the results were STK33 kinase inh 0.0.
For CN(C)c1ccc(NC(=O)CSc2nc3ccccc3c(=O)n2CC2CCCO2)cc1 (stereo not given) the results were STK33 kinase inh 1.0 and Kir21 inh -0.69.
Screening O=C(NCCc1ccco1)C(=O)NCC1OCCCN1S(=O)(=O)c1ccc(Cl)cc1 (stereo not given) returned STK33 kinase inh -1.3 and Kir21 inh 2.1.
CCOC(=O)Cc1csc(NC(=O)c2ccc(S(=O)(=O)N(CCOC)CCOC)cc2)n1 was read as STK33 kinase inh -1.2 and Kir21 inh 0.
`OCCN1CCN(CCCN2c3ccccc3Sc3ccc(C(F)(F)F)cc32)CC1` gave STK33 kinase inh 0.1 and Kir21 inh -7.1*.
`NC(=O)C1CCN(c2nc(-c3ccc4ccccc4c3)cs2)CC1` gave STK33 kinase inh -0.4.
S=c1[nH]nc(Nc2cccc3ccccc23)s1 was read as STK33 kinase inh -0.8 and Kir21 inh 2.
O=C1CN(C(=S)NC(=O)c2ccccc2[N+](=O)[O-])CCN1 was read as STK33 kinase inh -1.3 and Kir21 inh 0.
`NC(=O)c1cc2ccccc2o/c1=N/NC(=O)c1cccc(F)c1` gave STK33 kinase inh 0.7 and Kir21 inh 2.1.
Screening O=C(OC(C(=O)NC1CCCC1)c1ccccn1)c1cccs1 (stereo not given) returned STK33 kinase inh -1.3 and Kir21 inh -1.6.
`NC(=O)c1ccc(NC(=O)CSc2nc3ccccc3c(=O)n2CCCN2CCOCC2)cc1` gave STK33 kinase inh -0.1.
For O=C(Nc1cc2nn(-c3ccccc3)nc2cc1Cl)c1ccco1 the results were STK33 kinase inh -1.4 and Kir21 inh 1.8.
c1cncc(-c2cnc3ccccc3c2)c1 was read as STK33 kinase inh -0.7.
For NC1=NC(=O)C(CC(=O)c2ccc(Cl)cc2)S1 (stereo not given) the results were Kir21 inh 1.9.
Screening Cc1ccc(Cn2nc(C)c(NC(=O)C3CC3)c2C)cc1 returned STK33 kinase inh -0.7 and Kir21 inh 2.6.
Screening CCOC(=O)C1CCCN(C(=S)Nc2cccc(Cl)c2C)C1 (stereo not given) returned STK33 kinase inh -0.9 and Kir21 inh -0.8.
For CN(C)CCOC(=O)c1cccc(Br)c1 the results were STK33 kinase inh -1.0 and Kir21 inh 1.6.
For CCCOc1ccc(N2CC(C(=O)NC(C)C)CC2=O)cc1 (stereo not given) the results were STK33 kinase inh 0.4 and Kir21 inh -0.57.
For Cc1nc2nc(SCc3ccccc3)[nH]n2c(=O)c1CCC(C)C the results were STK33 kinase inh 0.1 and Kir21 inh 0.06.
For CC(NCC(=O)Nc1ccccc1C(=O)NC1CC1)c1ccc(F)cc1F (stereo not given) the results were STK33 kinase inh -1.3.
Screening CN(CCOC(=O)c1cccc(Br)c1)C(C)(C)C returned STK33 kinase inh -1.0 and Kir21 inh -1.5.
CN(C(=O)COC(=O)c1cccs1)c1c(N)n(Cc2ccccc2)c(=O)[nH]c1=O was read as STK33 kinase inh 0.0 and Kir21 inh 0.74.
For Cc1ccc(S(=O)(=O)NC2c3cccc4cccc(c34)C2Sc2nc(C)cc(C)n2)cc1 (stereo not given) the results were STK33 kinase inh -1.8 and Kir21 inh 1.5.
Cc1ccc(NC(=O)CCC(=O)O)cc1F was read as STK33 kinase inh 0.1 and Kir21 inh -1.6.
For CC(Cl)C(=O)NNc1cccc(Cl)n1 (stereo not given) the results were STK33 kinase inh -1.4 and Kir21 inh 0.53.
`Cc1ccc(NC(=O)/C=C/C(=O)O)c([N+](=O)[O-])c1` gave STK33 kinase inh 1.7 and Kir21 inh -1.7.
Screening Cc1n[nH]c(C)c1Cc1ccc(C(=O)O)cc1 returned STK33 kinase inh -0.5 and Kir21 inh -0.89.
CC(=O)Nc1ccc(S(=O)(=O)NC2CC(=O)N(c3ccc(C)c(C)c3)C2)cc1 (stereo not given) was read as STK33 kinase inh -0.3 and Kir21 inh 0.63.
For O=C(O)c1cn(Cc2ccccc2Cl)c2ccc(S(=O)(=O)N3CCOCC3)cc2c1=O the results were STK33 kinase inh -0.5 and Kir21 inh 0.91.
Screening O=C(Cn1cc(C(F)(F)F)cc(Cl)c1=O)Nc1cccc(Cl)c1 returned STK33 kinase inh -1.2 and Kir21 inh 0.64.
For CCOc1ccccc1N1CCN(C(=O)c2cccc(S(=O)(=O)N3CCOCC3)c2)CC1 the results were STK33 kinase inh -2.6.
For COc1cccc(CN2CCN(Cc3ccon3)CC2CCO)c1 (stereo not given) the results were STK33 kinase inh -0.2 and Kir21 inh 1.5.
For COC(=O)c1cc(C(=O)OC)n(Cc2ccc(C)cc2)c1C the results were Kir21 inh 0.95.
`CC1CN(c2oc(-c3ccco3)nc2S(=O)(=O)c2ccccc2)CC(C)O1` (stereo not given) gave STK33 kinase inh -1.0 and Kir21 inh 0.42.
COc1ccc(NC(=O)CSc2n[nH]c(CNc3cccc(C)c3)n2)cc1 was read as STK33 kinase inh -1.4 and Kir21 inh -3.
Cn1c(=O)c2c(ncn2CC(=O)N2CCN(c3ccccc3F)CC2)n(C)c1=O was read as STK33 kinase inh -2.0 and Kir21 inh -0.01.
For COC(=O)CCC(=O)N(CCN(Cc1ccccc1)C(=O)CCC(=O)OC)Cc1ccccc1 the results were STK33 kinase inh -0.6 and Kir21 inh -0.02.
Screening COC(=O)c1ccc(OC(=O)C2CC(=O)N(c3cccc(C)c3)C2)cc1 (stereo not given) returned STK33 kinase inh -0.5 and Kir21 inh -0.78.
For CO/N=C/C(=N\Nc1ccc(OC)cc1)C(=O)c1ccc(F)cc1 the results were STK33 kinase inh -1.2 and Kir21 inh 1.2.
Cc1nc2ccc(NC(=O)c3ccc(S(=O)(=O)N(C)C)cc3)cc2s1 was read as STK33 kinase inh -0.2 and Kir21 inh -0.24.
`Cc1ccc(-c2nnc(NC(=O)C3=COCCO3)o2)c(C)c1` gave Kir21 inh 0.73.
`O=C(OCC(=O)N1CCc2ccccc21)c1cncc(Br)c1` gave STK33 kinase inh -0.3 and Kir21 inh -0.49.
For O=C(COC(=O)C1COc2ccccc2O1)Nc1cccc(F)c1 (stereo not given) the results were STK33 kinase inh -1.1.
`CCOc1ccc(N(CC(=O)NN=C2CCN(C)CC2)S(C)(=O)=O)cc1` gave STK33 kinase inh -1.7 and Kir21 inh 0.05.
Cc1ccnc(NCc2ccc(Br)cc2)c1 was read as STK33 kinase inh -1.7 and Kir21 inh -0.42.
For CC(=O)c1ccc(OCCCC(=O)NCCc2ccc(C(F)(F)F)cc2)cc1 the results were STK33 kinase inh 0.6 and Kir21 inh 0.64.
Screening Cc1ccc(CNC(=O)C2CCC(=O)N2CCc2ccccc2)cc1 (stereo not given) returned STK33 kinase inh 0.6 and Kir21 inh 1.6.
Screening COc1ccc(Cl)cc1NC(=O)C1CSC(c2ccncc2)=N1 (stereo not given) returned STK33 kinase inh -1.4 and Kir21 inh -0.51.
CC1=NN(Cc2ccccc2)C(=O)C1 was read as STK33 kinase inh -0.6 and Kir21 inh 0.19.
Screening O=Cc1ccc(C(=O)O)cc1 returned STK33 kinase inh -1.0.
`Cc1c(Cl)cccc1NC(=S)N1CCN(C(=O)c2ccco2)CC1` gave STK33 kinase inh -2.1 and Kir21 inh -0.21.
`CCN(C(=O)c1nn(-c2ccc(OC)cc2)c(=O)c2c1c1ccccc1n2C)c1ccc(OC)cc1` gave Kir21 inh -0.4.
For CCOc1ccccc1NC(=O)C(NCC1CCCCC1)c1ccccc1 (stereo not given) the results were STK33 kinase inh -0.9 and Kir21 inh 2.9.
For O=C(/C=C/c1ccccc1)Nc1nnc(-c2ccco2)o1 the results were STK33 kinase inh -0.9 and Kir21 inh 1.8.
Screening COC(=O)c1ccccc1SC(CC(=O)c1ccccc1)c1ccc(F)cc1 (stereo not given) returned STK33 kinase inh -1.2 and Kir21 inh 0.71.
For O=C(CCCCCNc1nc(=S)[nH]c2ccccc12)NCc1ccccc1Cl the results were STK33 kinase inh -0.3 and Kir21 inh -0.19.
COc1ccc(N2CCN(C(=O)c3cn(C)c(=O)c4c3c3ccccc3n4C)CC2)cc1 was read as STK33 kinase inh 0.9 and Kir21 inh -0.47.
Cc1ccc(NC(=O)c2ccco2)c(NC(=O)COc2ccccc2)c1 was read as STK33 kinase inh -1.5 and Kir21 inh 1.2.
`COC(=O)C(Cc1ccccc1)NC(=O)C(CC(C)C)NC(=O)OC(C)(C)C` (stereo not given) gave STK33 kinase inh -0.9 and Kir21 inh 1.1.
For O=C(CCN1CCN(c2ccccc2)CC1)Nc1ccc(Cl)cc1 the results were STK33 kinase inh -1.0 and Kir21 inh 0.92.
For O=C(CCc1ccccc1)NCC(=O)N/N=C/c1ccc(O)cc1O the results were STK33 kinase inh -1.5 and Kir21 inh -0.05.
C[C@@H]1CCC(=O)N(CC[C@H](Oc2ccccc2)c2ccccc2)CC1 was read as STK33 kinase inh -0.5 and Kir21 inh -2.9.
`O=C(O)CCC(CNS(=O)(=O)c1ccccc1)C(F)(F)F` (stereo not given) gave STK33 kinase inh -1.0 and Kir21 inh 1.2.
For C#CC[N+]1(CC#Cc2ccc(C#CC[N+]3(CC#C)CCOCC3)cc2)CCOCC1 the results were STK33 kinase inh -0.6 and Kir21 inh 0.
O=C(CCS(=O)(=O)c1cccs1)Nc1ccc(C(=O)NCc2ccccc2)cc1 was read as STK33 kinase inh -0.2 and Kir21 inh -0.15.
For N#CC1=C(N)OC2=C(C(=O)CCC2)C12CCN(C(=O)OCc1ccccc1)CC2 the results were STK33 kinase inh 9.9 and Kir21 inh -0.04.
`CN(C(=O)c1ccno1)c1nnc(-c2cccnc2)s1` gave STK33 kinase inh -1.3 and Kir21 inh 0.58.
`CC(C)(C)C(=O)Nc1ccc(S(=O)(=O)Nc2nccs2)cc1` gave STK33 kinase inh -0.7 and Kir21 inh 1.4.
`COc1cccc(NC(=O)COC(=O)c2c(NC(C)=O)sc(C)c2C)c1` gave STK33 kinase inh -0.3.
For O=C(COC(=O)Cc1ccccc1[N+](=O)[O-])Nc1nnc(-c2ccccc2)o1 the results were STK33 kinase inh -0.2 and Kir21 inh 1.6.
For O=c1c2ccccc2nc2sc3ccccc3n12 the results were STK33 kinase inh 7.1 and Kir21 inh -0.42.
Screening COc1ccc(OC)c(S(=O)(=O)N(C)CC(=O)Nc2cc(Cl)ccc2OC)c1 returned STK33 kinase inh -1.1 and Kir21 inh 0.05.
`CCN(C(=O)Cn1c(Cl)nc2c1c(=O)n(C)c(=O)n2C)C1CCCCC1` gave STK33 kinase inh -2.5.
CCc1ccc(N2CC(C(=O)OCC(=O)NNC(=O)c3ccccc3)CC2=O)cc1 (stereo not given) was read as STK33 kinase inh -2.2 and Kir21 inh -0.69.
For CCCN(C(=O)COC(=O)c1nc2nc(C)cc(C)n2n1)C1CCS(=O)(=O)C1 (stereo not given) the results were STK33 kinase inh -0.7.

For convenience, two of the compounds above:
C[C@@H]1CCC(=O)N(CC[C@H](Oc2ccccc2)c2ccccc2)CC1 was read as STK33 kinase inh -0.5 and Kir21 inh -2.9.
`O=C(O)CCC(CNS(=O)(=O)c1ccccc1)C(F)(F)F` (stereo not given) gave STK33 kinase inh -1.0 and Kir21 inh 1.2.

Next records.
CC(=NCCCn1ccnc1)c1c(O)n(Cc2ccccc2)c(=O)[nH]c1=O was read as STK33 kinase inh -0.5 and Kir21 inh -0.63.
CCNC(=O)CSc1nc(-c2ccccc2)cs1 was read as STK33 kinase inh -1.5 and Kir21 inh -0.74.
For O=C1C=C(O)c2c(O)cc(O)c(O)c2C1=O the results were STK33 kinase inh 6.0 and Kir21 inh -0.83.
For Cc1cc(NC(=O)Cn2ccsc2=N)c([N+](=O)[O-])cc1C the results were STK33 kinase inh -0.1 and Kir21 inh 0.27.
Screening Cc1nn(-c2ccccc2)c(C)c1NC(=O)COC(=O)c1ccc(Cl)c(S(N)(=O)=O)c1 returned STK33 kinase inh -0.1 and Kir21 inh 1.2.
`c1nc(N2CCC3(CC2)OCCO3)c2c3c(sc2n1)CCCC3` gave STK33 kinase inh 1.3 and Kir21 inh 0.95.
O=C(Nc1cccc(NC(=O)c2cccc(F)c2)c1)c1ccccc1 was read as STK33 kinase inh 0.3 and Kir21 inh -1.4.
For NC(=O)C1CCN(CC(O)COCc2ccccc2Cl)CC1 (stereo not given) the results were STK33 kinase inh -2.6 and Kir21 inh -0.37.
For CCC1CCCCN1C(=O)CSc1nnc(CNC(=O)c2c(F)cccc2Cl)o1 (stereo not given) the results were STK33 kinase inh -2.0 and Kir21 inh -0.74.

Two entries picked at random from those above, as already listed:
For O=C(CCN1CCN(c2ccccc2)CC1)Nc1ccc(Cl)cc1 the results were STK33 kinase inh -1.0 and Kir21 inh 0.92.
For O=C(O)c1cn(Cc2ccccc2Cl)c2ccc(S(=O)(=O)N3CCOCC3)cc2c1=O the results were STK33 kinase inh -0.5 and Kir21 inh 0.91.

3 compounds from above, sorted by molar mass, lowest first.
For NC(=O)C1CCN(CC(O)COCc2ccccc2Cl)CC1 (stereo not given) the results were STK33 kinase inh -2.6 and Kir21 inh -0.37.
`c1nc(N2CCC3(CC2)OCCO3)c2c3c(sc2n1)CCCC3` gave STK33 kinase inh 1.3 and Kir21 inh 0.95.
CC(=NCCCn1ccnc1)c1c(O)n(Cc2ccccc2)c(=O)[nH]c1=O was read as STK33 kinase inh -0.5 and Kir21 inh -0.63.
